High-throughput results: PubChem BioAssay, National Center for Advancing Translational Sciences (NCATS)
GALK inhibitor = qHTS Assay for Inhibitors of Human Galactokinase (GALK); Potency, µM (titrated, usually from 57.5 µM), for inactives: top-dose activity change, negative = inhibition, actives largely listed as inhibitors; hit rate 0.007% among 270,000; Purified GALK, Kinase-Glo residual ATP luminescence; AID 1868, 2009; also: potency is read from the fitted curve at half-maximal effect
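GALK at 5 nM final was combined with compound, 35 uM ATP and 100 uM galactose in HEPES pH8.0 with MgCl2 and DTT. The reaction ran one hour at room temperature before luminescent ATP detection.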
uPA generation = qHTS for Inhibitors of Cell Surface uPA Generation | cell surface uPA generation assay, qHTS | Potency, µM (titrated, usually from 38.3 µM), for the others: at the highest dose activity change, negative = inhibition, most hits filed as inhibitors | hit rate 0.31% among 330,000; active = well fitted inhibition curve with a large enough effect; inconclusive = small, poorly fitted or top-dose-only effect; inactive = no such curve, though single readings can be large or run the other way; tested in mouse RAW 264.7 cells; also: potency is read from the fitted curve at half-maximal effect; nearly all actives have a fitted effect of over 55% in size
hERG WT inh = qHTS for Inhibitors of KCHN2 3.1: Wildtype qHTS | Voltage-gated inwardly rectifying potassium channel KCNH2 (Homo sapiens), Q12809 | U2OS, BacMam KCNH2, thallium flux FluxOr; stronger effect = lower value | activity change, % at 1.84 µM | hit rate 0.37% among 340,000 | AID 720551, 2013;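 active = maximum activity change below -70%; inconclusive = maximum activity change between -70% and -50%; inactive = maximum activity change above -50%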
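U2OS cells transduced with wild-type KCNH2 virus are loaded with FluxOr dye for 45 min, and thallium flux is measured in kinetic reads before and after stimulation buffer. Rate constants are normalized to DMSO controls.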
PKM2 activator = qHTS Assay for Activators of Human Muscle isoform 2 Pyruvate Kinase; Pyruvate kinase PKM (Homo sapiens), P14618; purified PKM2, Kinase-Glo ATP luminescence, activation; response scale: 0% is enzyme alone, no compound; Potency, µM (top dose mostly 57.5 µM), for the others: top-dose activation, hits mostly activators; hit rate 0.34% among 260,000; also: potency is read from the fitted curve at half-maximal effect; nearly all actives have a fitted effect of over 55% in size
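Purified hPK-M2 (>95% pure) converted ADP (0.1 mM final) to ATP with 0.5 mM PEP in 50 mM imidazole pH7.2, KCl, MgCl2, Tween 20, BSA; 1 h at room temperature. ATP detected by Kinase-Glo luminescence.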
Giardia killer = Small Molecules that selectively kill Giardia lamblia: qHTS. hit rate 0.15% among 340,000. Giardia lamblia trophozoite viability. activity change, % at 7.66 µM, hits read low; in the data active = activity change below about -80%; inconclusive = between about -30% and that limit;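 also: parasites exposed to compound for two days anaerobically before the ATP read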
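Killing of trophozoites was scored by loss of ATP luminescence after a 48 hrs anaerobic exposure to compounds at 37 deg C, using 100 cells per well.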
Coupling enz = qHTS Assay for Inhibitors of Fructose-1,6-bisphosphate Aldolase from Giardia Lamblia: Coupling assay counterscreen; coupling enzyme system counterscreen, AmpLite Red fluorescence; activity change, negative = inhibition, % at 58.2 µM, hits read low; hit rate 0.67% among 290,000; in the data active = activity change below about -30%
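Fluorescence at 525 nm excitation and 598 nm emission measured inhibition of the coupled detection system without aldolase. Compounds (at 57.5 uM final) were preincubated 10 min at room temperature with coupling enzyme reagent before a 20 min substrate/AmpLite Red step.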
B2AR arrestin = qHTS assay of beta-arrestin-biased ligands of beta2-adrenergic receptor; hit rate 0.02% among 330,000; Beta-2 adrenergic receptor (Homo sapiens), P07550; Potency, µM (highest dose often 46.1 µM), without a hit: at the highest dose activation, usual class: activators; beta-arrestin recruitment to beta2AR, cell-based reporter;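 also: potency is read from the fitted curve at half-maximal effect; 0% = DMSO controls and full agonism = EC100 isoproterenol or metaproterenol; nearly all actives have a fitted effect of over 65% in size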
Target sequence (P07550 whole entry, looked up): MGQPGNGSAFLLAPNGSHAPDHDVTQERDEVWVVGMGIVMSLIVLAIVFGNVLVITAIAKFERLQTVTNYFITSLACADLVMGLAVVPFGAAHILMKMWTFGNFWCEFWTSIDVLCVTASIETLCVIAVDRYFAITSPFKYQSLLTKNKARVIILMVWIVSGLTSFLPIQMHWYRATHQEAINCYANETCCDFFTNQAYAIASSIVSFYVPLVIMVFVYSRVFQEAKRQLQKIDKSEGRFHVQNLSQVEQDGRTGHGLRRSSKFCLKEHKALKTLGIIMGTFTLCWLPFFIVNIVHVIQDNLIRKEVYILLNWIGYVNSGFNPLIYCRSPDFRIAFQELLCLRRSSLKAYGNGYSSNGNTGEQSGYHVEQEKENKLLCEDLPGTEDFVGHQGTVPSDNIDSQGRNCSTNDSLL
BCR signal inh = qHTS Assay to Find Inhibitors of Chronic Active B-Cell Receptor Signaling | Potency, µM (doses to about 46.1 µM), inactives show at the top dose ratio change, negative = lower green/red ratio, hits mostly inhibitors | ABC-DLBCL IkBa-CBG/CBR reporter, luminescence ratio, 4 h | hit rate 0.05% among 340,000; active = well fitted inhibition curve with a large enough effect in the signal ratio, with a control signal flat, not every such curve was filed as active; inconclusive = small, poorly fitted or top-dose-only effect, or effect the other way, or a change in a side signal; the % refers to the signal ratio;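 also: potency is read from the fitted curve at half-maximal effect; plate controls were basal doxycycline-induced cells for no effect and cells given 10 µM MG132 for full effect; MG132 reads +100%, hits lower the ratio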
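TMD8 ABC-DLBCL cells carrying doxycycline-inducible green luciferase fused to IkappaBalpha plus unfused red luciferase were exposed to compounds (up to 46 uM) for 4 hrs at 37C. Activity came from the overlap-corrected green/red luminescence ratio.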
KCNH2 3.1 block = qHTS for Inhibitors of KCHN2 3.1: Mutant qHTS. activity change, % (tested at about 1.8 µM). U2OS KCNH2 3.1, thallium flux FluxOr; stronger effect = lower value. Potassium voltage-gated channel subfamily H member 2, brain isoform KCNH2 3.1 (human). AID 720553, 2013. hit rate 0.95% among 340,000;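 active = maximum activity change below -70%; inconclusive = maximum activity change from -70% to -50%; inactive = maximum activity change above -50%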;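 also: thallium influx rate constant from kinetic fluorescence after stimulation buffer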
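U2OS cells transduced with KCNH2 3.1 mutant virus (1.77 x 10^8 /mL, 4 h), plated overnight at 37 C, loaded 45 min with FluxOr dye plus Red40 quencher. Thallium flux rate constant from kinetic reads after stimulation buffer, normalised to controls.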
USP2a block = qHTS Assay for Inhibitors of Ubiquitin-specific Protease USP2a Using CHOP2 as the Reporter | Potency, µM (titrated, usually from 38.3 µM), without a hit: top-dose activity change, negative = inhibition, actives largely listed as inhibitors | USP2 core, Ub-CHOP2 coupled fluorogenic reporter, 485/531 | Ubiquitin carboxyl-terminal hydrolase 2 (Homo sapiens), O75604 | hit rate 0.01% among 330,000 | AID 463254, 2010;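 also: potency is read from the fitted curve at half-maximal effect; plate controls were DMSO wells for no effect and full inhibition by NEM control for full effect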
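Cell-free coupled assay: 10nM USP2 core preincubated 30min RT with compound in Tris-HCl pH 8.0/CaCl2/CHAPS buffer, then 25nM Ub-CHOP2 and 25nM reporter substrate; fluorescence (Ex 485/Em 531) read after 60min RT, normalized to NEM inhibition, concentration-response curves fitted.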
Eya2 phos inh = qHTS Assay for Inhibitors of the Phosphatase Activity of Eya2 | Protein phosphatase EYA2 (Homo sapiens), O00167 | recombinant Eya2, OMFP fluorescence dephosphorylation (OMFP is methylfluorescein phosphate) | Potency, µM (highest dose often 76.9 µM), inactives show at the top dose activity, negative = inhibition, usual class: inhibitors | hit rate 0.006% among 330,000 | AID 488837, 2010; also: potency is read from the fitted curve at half-maximal effect
Target sequence (O00167 whole entry, looked up): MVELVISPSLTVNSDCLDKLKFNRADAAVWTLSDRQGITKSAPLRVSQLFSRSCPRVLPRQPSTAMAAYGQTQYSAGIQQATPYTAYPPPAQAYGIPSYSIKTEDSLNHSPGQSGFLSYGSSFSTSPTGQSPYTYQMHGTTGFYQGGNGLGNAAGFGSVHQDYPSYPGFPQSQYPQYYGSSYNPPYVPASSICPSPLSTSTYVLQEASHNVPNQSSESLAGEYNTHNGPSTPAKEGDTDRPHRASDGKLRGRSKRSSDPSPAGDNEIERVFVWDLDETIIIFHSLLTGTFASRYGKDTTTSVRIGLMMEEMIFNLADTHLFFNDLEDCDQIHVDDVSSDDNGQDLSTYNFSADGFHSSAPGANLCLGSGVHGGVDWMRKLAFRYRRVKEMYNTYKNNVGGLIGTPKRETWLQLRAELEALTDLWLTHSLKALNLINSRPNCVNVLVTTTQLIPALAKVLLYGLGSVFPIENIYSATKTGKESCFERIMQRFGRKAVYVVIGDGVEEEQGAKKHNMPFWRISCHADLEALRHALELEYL
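Eya2 (0.2 uM) preincubated 10 min at ambient with compound, then OMFP substrate added at 50 uM; 10 min reaction in 50 mM HEPES pH 7.5, 50 mM NaCl, 5 uM MgCl2, 0.05% BSA, 1 mM DTT. Fluorescence read at Ex 485/Em 525 nm.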
Numbers without * were called inactive; ? = inconclusive; / = not tested or not shown; & = joins results of further samples. Unless noted, calls follow the shape of the dose curve; as a rule, active = well fitted curve in the direction sought with a large enough effect; inconclusive = small, poorly fitted or top-dose-only effect, or another doubt; inactive = no such curve, though single readings can be large; an effect the other way counts as inactive or inconclusive. Unless noted, % is scaled to controls: 0 for no effect and ±100 for the full control effect.

SMILES	GALK inhibitor	uPA generation	hERG WT inh	PKM2 activator	Giardia killer	Coupling enz	B2AR arrestin	BCR signal inh	KCNH2 3.1 block	USP2a block	Eya2 phos inh
COC(CN(C)C(C(=O)NC1CCCCC1)c1ccccc1)OC (configuration not stated)	-1%	-2%	5	0%	2	-2	-0.1%	1%	-7	6%	22%
COc1cc(NC(=O)c2cc(OC)c(OC)c(OC)c2)cc(-n2cnnn2)c1	0%	0%	5	1%	1	0	-0.6%	-11%	-5	1%	-4%
O=C(Nc1ccncc1)c1cn(-c2ccccc2)nc1-c1cccs1	0%	-10%	-9	-4%	2	4	-0.6%	?	2	-1%	-36%
CCOC(=O)c1cc(S(=O)(=O)N2CCC(C)CC2)cn1C	7%	10%	-13	/	-2	/	0.1%	-1%	-2	-1%	-6%
CCCn1c(-c2ccc(C(=O)OC)cc2)nc2c1c(=O)[nH]c(=O)n2Cc1ccccc1	-1%	5%	-13	/	-15	0	0.3%	-8%	0	-1%	7%
COc1ccccc1C(=O)NCC(=O)NC(C)c1ccc(-n2ccnc2)cc1 (configuration not stated)	0%	4%	5	-14%	-1	/	-0.1%	10%	-12	1%	-4%
COc1cccc(CNC(=O)CCC2CCCN(C(=O)c3cccc(Cl)c3)C2)c1 (configuration not stated)	-4%	1%	1	20%	7	-3	-0.4%	?	-13	4%	-8%
O=C(c1ccc2c(c1)OCO2)C1CCCN(Cc2cc(F)ccc2-n2cccn2)C1 (configuration not stated)	1%	-3%	-15	3%	-1	0	0.1%	-5%	-72*	7%	-28%
O=C(CCSc1ccccc1)N1CCCC1	-1%	-9%	5	-2%	-6	0	-0.1%	5%	-2	8%	4%
CCN(CC)CCCN(Cc1cc2cc3c(cc2[nH]c1=O)OCCO3)C(=O)Nc1ccccc1	2%	-4%	15	-38%	-11	3	-0.8%	?	-6	1%	-4%
O=C(N/C(=C\c1ccc(Br)cc1)C(=O)N1CCCC1)c1cccs1	0%	1%	2	1%	-3	0	0.0%	-5%	-4	-2%	-2%
CCOC(=O)CSc1nnc(CNc2ccc(Cl)cc2)n1Cc1ccccc1	-4%	1%	0	-1%	-1	2	-1.1%	?	0	-2%	-15%
CCc1cc(=O)oc2c(CN3CCCC3)c(O)c(Cl)cc12	-1%	/	1	0%	-2	3	-0.3%	?	-4	2%	28%
CC1=C(C(=O)O)N2C(=O)C(NC(=O)c3nn(C)cc3Cl)C2SC1 (configuration not stated)	1%	3%	6	-7%	-4	1	0.2%	-9%	-2	0%	0%
O=C(/C=C/c1ccco1)N(Cc1ccc(Cl)cc1)C1CCS(=O)(=O)C1 (configuration not stated)	-1%	-12%	8	?	-7	3	0.0%	-4%	-20	12%	17%
NC(=O)c1nn(-c2ccccc2)nc1NC(=O)CN1CCCC1	-1%	0%	-8	-2%	7	0	-0.2%	13%	6	-14%	?
O=C(N/N=C\c1cn[nH]c1-c1ccccc1)c1cccnc1	0%	5%	5	2%	3	0	-0.3%	?	-3	7%	19%
Cc1sc2nc(SCC(=O)NCc3ccco3)n(-c3ccccc3)c(=O)c2c1C	-3%	11%	-1	2%	-3	1	-1.0%	?	3	-2%	3%
Cc1ccccc1-n1ncc2c([N+](=O)[O-])cc([N+](=O)[O-])cc21	-3%	-8%	0	-6%	-11	-3	0.3%	0%	1	1%	12%
COc1ccc(-c2csc(N)n2)cc1F	12%	0%	-123*	6%	-28	2	0.5%	?	-10	0%	-12%
CCCCn1c(N)c(N(CCOC)C(=O)CN2C(=O)C3CCCCC3C2=O)c(=O)[nH]c1=O (configuration not stated)	/	1%	13	/	7	/	-0.4%	-3%	-2	-1%	2%
Cc1c(C(=O)NCCCN2CCOCC2)sc2ncnc(N3CCN(c4ccccc4)CC3)c12	1%	6%	3	3%	-3	3	-0.1%	5%	-6	0%	0%
CCc1ccccc1NC(=O)N[C@@H](C)C(=O)OC	7%	2%	5	22%	10	3	-0.1%	-11%	1	0%	2%
CC(=O)N1c2ccccc2C(=O)OC1c1cccnc1 (configuration not stated)	0%	-2%	10	6%	1	-3	0.5%	?	8	3%	-10%
CCCCc1ccc(CC(=O)Nc2cc(S(=O)(=O)N3CCOCC3)ccc2O)cc1	/	7%	-18	/	-14	/	-0.3%	4%	12	-2%	-9%
CCCCOC(=O)c1ccc(NC(=O)C2CCCO2)cc1 (configuration not stated)	0%	5%	7	-2%	-10	2	-0.2%	?	25	2%	-8%
COc1ccc(OC)c(N(CC(=O)Nc2cccc(C(F)(F)F)c2)S(C)(=O)=O)c1	-1%	-1%	7	-4%	7	-2	0.0%	-5%	8	0%	0%
O=C(NCCc1ccccc1)c1cnc2n(c1=O)CCS2	1%	/	-3	-2%	20	4	0.3%	?	-7	3%	0%
CCC1(c2ccccc2)NC(=S)N(c2ccc(C)c(C)c2)N1 (configuration not stated)	-2%	1%	-3	-11%	-3	6	-0.2%	?	-7	2%	1%
CCOc1ccccc1NC(=S)NNS(=O)(=O)c1c(C)cc(C)cc1C	1%	1%	4	1%	7	-1	-0.3%	?	-8	-2%	-2%
Cc1cc(Br)ccc1NC(=O)CN(C)C(=O)C1CSC2(C)CCC(=O)N12 (configuration not stated)	/	-1%	4	/	0	/	-0.2%	-4%	-12	3%	7%
O=C1CCC(=O)N1OCCCOc1ccc(Br)cc1Cl	0%	0%	-6	29%	3	4	-0.4%	-17%	-1	-4%	-6%
COc1c(/C=N/NC(=O)[C@H]2C[C@@H]2c2ccccc2)c(CCN(C)C(C)=O)cc2c1OCO2	3%	5%	-5	0%	-12	-1	-0.9%	?	-8	0%	2%
Cc1ccc(C2c3[nH]c4ccccc4c3C[C@H]3C(=O)N(c4ccccc4C(=O)NCCN4CCOCC4)C(=O)N23)cc1 (some centres not stated)	/	?	5	-1%	-11	0	-0.1%	-15%	-2	-2%	3%
O=C(CN1C(=O)C2CC=CCC2C1=O)Nc1nc2ccc(F)cc2s1 (configuration not stated)	10%	1%	-8	/	?	1	0.2%	?	-1	-1%	-12%
CCc1ccc(CN(C)C(=O)c2cc(=O)c3ccccc3o2)cc1	-3%	-3%	-1	1%	-2	-2	-1.2%	-8%	-8	-2%	1%
N#Cc1ccc(NC(=O)c2cc(=O)c3ccccc3o2)cc1	0%	-3%	-2	0%	-8	2	0.4%	?	-15	0%	7%
CC1(C)N=C(N)NC(Nc2cccc(Br)c2)=N1	0%	5%	-7	-7%	0	-2	0.1%	-21%	8	5%	-10%
CCOc1ccc(NC(=S)Nc2ccc(OCc3ccccc3)cc2)cc1	0%	-2%	0	-17%	-15	3	-0.8%	-5%	7	5%	-16%
CC(=O)OCCNC(=O)c1cccnc1	0%	4%	13	-4%	15	0&0	0.3%	-7%	20	5%	-23%
CCC(=O)c1ccc(OC(=O)c2cnccn2)cc1	10%	0%	-3	0%	-9	0	-0.2%	-2%	7	1%	-6%
CC(=O)C1=C(O)C(=O)N(c2cc(C(C)(C)C)on2)C1c1ccc(Br)cc1 (configuration not stated)	0%	/	2	5%	3	8	0.0%	5%	-82*	3%	14%
CCCc1cc(=O)[nH]c(SCC(=O)c2cc(C)n(-c3cc(C)on3)c2C)n1	3%	4%	3	-22%	-4	12	0.2%	-7%	1	0%	-29%
CCCCc1ccc(NC(=S)NCCO)cc1	1%	-3%	-3	-1%	6	1	-0.2%	3%	-13	2%	-5%
CCOC(=O)N1CCN(c2c(N3CCN(C(=O)OCC)CC3)c(=O)c2=O)CC1	9%	14%	-2	-1%	4	-1	-0.4%	?	1	1%	4%

An unsorted share of the library; 2.4% or so of the library scored in one or more.
